Screening data (PubChem)
HSF1 inh: HSF1 inhibition; NIH3T3-HGL HSE-luciferase, MG132-induced, luminescence 8 h; active compounds read low; activity change, negative = inhibition, % at 7.5 µM (by protocol); 300,000 tested, 0.77% active; AID 2098;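 active means more than half of replicate wells show activity change below -50%, luminescence cut by over half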;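 further: luciferase reports HSF-1 transcriptional activity via heat shock element; 0% = median of DMSO wells and -100% = zero luminescence signal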
KLF5 inhibitor: inhibitors of KLF5 expression. DLD-1 KLF5 promoter-luciferase reporter, luminescence. inhibition, % at 5 µM. 290,000 tested, 0.23% active. AID 1700;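 active means inhibition above a per-plate limit of that plate's mean compound inhibition plus 3 SD, cut at about 60% in these data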;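 further: 0% = DMSO wells and 100% = LY294002 at 200 µM; higher means less KLF5 promoter-driven luciferase light; inactives centre near -14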
Dyrk1A ADPGlo: inhibitors of rat Dyrk1A kinase | Q63470 | ADP-Glo luminescence, NFATc1 peptide | inhibition, % at 12.5 µM | 310,000 tested, 0.43% active | AID 504441; in the data active means inhibition above about 50%;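 further: plate controls were vehicle with enzyme for no effect and no enzyme for full effect; many of its hits are not listed in these tables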
GSK3 alpha inh: blocks human GSK-3 alpha kinase; inhibition, % at 10 µM; 320,000 tested, 0.1% active; P49840; ADP-Glo luminescence, 60 min;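 in the data active means inhibition above about 50%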;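 further: GST-tagged GSK-3 alpha with peptide substrate and 25 µM ATP; 0% = DMSO neutral wells and 100% = GW8510 positive control wells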
Target sequence (P49840 whole entry, looked up): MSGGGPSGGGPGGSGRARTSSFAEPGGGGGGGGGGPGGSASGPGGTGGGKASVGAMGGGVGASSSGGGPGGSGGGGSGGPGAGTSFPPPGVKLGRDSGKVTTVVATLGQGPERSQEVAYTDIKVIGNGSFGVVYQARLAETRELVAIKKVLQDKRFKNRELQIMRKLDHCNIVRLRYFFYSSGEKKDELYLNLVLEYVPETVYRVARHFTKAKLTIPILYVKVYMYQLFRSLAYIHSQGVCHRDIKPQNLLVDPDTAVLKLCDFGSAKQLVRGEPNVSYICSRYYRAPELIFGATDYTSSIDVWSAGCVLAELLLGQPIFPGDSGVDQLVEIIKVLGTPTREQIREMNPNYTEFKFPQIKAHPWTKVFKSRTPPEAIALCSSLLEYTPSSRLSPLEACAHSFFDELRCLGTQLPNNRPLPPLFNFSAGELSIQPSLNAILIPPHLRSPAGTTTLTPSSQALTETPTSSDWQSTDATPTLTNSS
GSK3beta inhib: blocks human GSK3beta kinase activity | AID 2097 | activity score (negative = inhibition), % at 10 µM | GST-GSK3beta kinase, ADP-Glo luminescence, 60 min; active compounds read low | P49841 | 300,000 tested, 0.038% active;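 active means more than half of replicate wells score below -50%, meaning over 50% inhibition versus plate controls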;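 further: 0% = median DMSO wells and -100% = median GW8510 positive control wells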
Target sequence (P49841 whole entry, looked up): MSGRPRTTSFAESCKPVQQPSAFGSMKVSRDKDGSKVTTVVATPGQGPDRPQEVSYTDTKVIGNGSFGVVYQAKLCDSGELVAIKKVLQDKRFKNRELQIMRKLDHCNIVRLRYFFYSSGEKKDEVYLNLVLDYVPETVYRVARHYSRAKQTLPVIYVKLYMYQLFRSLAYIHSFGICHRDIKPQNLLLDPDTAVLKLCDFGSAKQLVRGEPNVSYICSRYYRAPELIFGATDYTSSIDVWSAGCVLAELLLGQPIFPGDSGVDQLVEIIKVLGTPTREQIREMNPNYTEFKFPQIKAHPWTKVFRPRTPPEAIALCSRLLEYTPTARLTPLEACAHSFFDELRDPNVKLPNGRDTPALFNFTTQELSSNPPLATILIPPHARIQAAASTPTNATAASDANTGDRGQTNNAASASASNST
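test system = GST-tagged human GSK3beta kinase, cell-free | reagent = 25 µM ATP with peptide substrate | dosing = one dose of 10 µM per compound | schedule = 60 min reaction, RT | detection = luminescent ADP-Glo measurement of ADP formed | control set = DMSO neutral wells and GW8510 at 20 µM as positive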
HSF1 activator: increases HSF-1 driven luciferase reporter signal. NIH3T3-HGL HSF-1 luciferase reporter, MG132, 8 h; 100% = twice DMSO control signal. activation, % at 9 µM. 300,000 tested, 1.7% active;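 active means mean replicate activation of at least 50% with a set share of replicates each reaching 50%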;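 further: 0% = median of the neutral control wells and 100% = twice that signal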
aSyn 5UTR inh: MLPCN primary screen, SNCA 5' untranslated region | alpha-synuclein 5'UTR reporter, inhibitor activity | inhibition, % (tested at 7.5 µM) | 300,000 tested, 0.82% active | AID 1813; in the data active means inhibition above about 60%;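 further: H4 neuroglioblastoma cells stably carrying SNCA 5'UTR luciferase fusion; 0% = DMSO wells and 100% = positive control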
Platelet DG rel: modulates dense granule release in human platelets; human platelet-rich plasma, SFLLRN dense granule ATP release, luminescence; 300,000 tested, 0.22% active; inhibition, %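 (compounds screened at 7.5 µM in platelet-rich plasma)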;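 active means mean replicate score, as percent of positive control, at or above 50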
HSP90 inh: inhibitors of HSP90 luciferase refolding in rabbit reticulocyte lysate; luciferase refolding luminescence, 3 h; inhibition, % at 5.6 µM; 290,000 tested, 0.91% active; AID 1789;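 active means inhibition above the screen-wide mean plus 3 SD, computed separately per campaign, cut at about 16% in these data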;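 further: 0% = DMSO wells and 100% = 60 µM geldanamycin wells; inhibitors lower the luminescence because luciferase stays unfolded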
IEC-6 cytotox: IEC-6 cytotoxicity, counter-screen for KLF5 inhibitors; AID 1825; inhibition, % at 5 µM; 290,000 tested, 0.78% active; luminescence viability; in the data active means inhibition above about 22%;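 further: 0% = plate median of test compound wells and 100% = cytotoxic reference compound wells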
Active calls of the source: *; / = not tested or not shown. An excerpt, so the mix of outcomes need not match the whole.

molecule	HSF1 inh	GSK3beta inhib	KLF5 inhibitor	IEC-6 cytotox	HSP90 inh	Dyrk1A ADPGlo	Platelet DG rel	aSyn 5UTR inh	HSF1 activator	GSK3 alpha inh
CN1CCN(C(=O)C23CC4CC(CC(C4)C2)C3)CC1	-5.7	1.1	-29.7	0.4	1.3	/	-4.9	-15.3	-3.0	0.9
COc1ccc(CN=CC2=C(O)CNC2=O)cc1OC	-8.6	3.3	-30.5	7.3	-1.3	4.2	3.1	3.6	1.9	-0.2
Cc1nn(Cc2ccccc2)c2c1C(c1cccnc1)C(C#N)=C(N)O2 (centres undefined)	2.8	1.5	-37.0	4.5	2.8	-0.6	18.5	21.6	-4.5	-1.4
Cc1ccc(N2C(=O)CC(N3CCN/C3=C3\CC/C(=C\c4ccccc4)C3=O)C2=O)cc1 (centres undefined)	1.6	6.3	-28.4	-2.7	17.6*	8.7	-8.2	-2.7	-2.3	-3.4
CNC(=O)CSc1nc2c(c(=O)n(C)c(=O)n2C)n1Cc1ccc(C)cc1	9.3	0.3	-30.2	-4.7	-4.0	0.7	-8.7	31.7	4.7	-2.9
O=C1COc2ccc(C(=O)COC(=O)c3ccccc3[N+](=O)[O-])cc2N1	24.2	0.5	/	/	/	-6.1	13.3	-12.9	42.3	1.1
COC(=O)c1ccc(COc2ccc(/C=C(\C#N)c3nc4ccccc4[nH]3)cc2OC)o1	9.3	6.0	10.0	0.7	-0.8	-2.4	0.7	3.3	20.1	0.2
N=c1sccn1CC(=O)Nc1cccc2ccccc12	-12.9	0.0	-11.1	0.3	-2.6	0.4	-3.0	-2.9	-15.3	2.9
CC(=O)/C(C#N)=C1\NC(=O)C(Cc2ccc(C)c(C)c2)S1 (centres undefined)	-5.6	3.2	29.0	78.3*	-1.5	-3.4	-9.0	4.9	3.5	-1.0
Cc1cc(OCC(=O)NCc2ccncc2)ccc1Cl	/	3.4	-4.3	2.4	1.4	-2.5	12.5	20.8	/	-0.1
O=C(Nc1nnc(-c2ccc(F)cc2)o1)c1ccco1	-16.4	1.8	/	/	/	6.2	-12.8	-6.2	-38.6	-2.5
N=c1occ(C(=O)c2cc(F)ccc2O)cc1C(=O)NC1CCCCC1	-4.3	-8.2	-13.9	-3.9	-3.1	5.1	-1.8	-40.6	11.5	15.3
O=C(CN1CCOCC1)Nc1ccc2c(c1)OC(F)(F)O2	-5.0	1.0	-7.5	-0.6	2.7	0.9	-4.2	9.8	7.5	-2.7
CC(C)(C)C(=O)Nc1ccc(Sc2ccc([N+](=O)[O-])cc2)cc1	7.0	-2.2	20.2	-5.0	0.4	6.3	-6.6	13.2	10.5	/
CCOC(=O)c1ccc(NC(=O)CSc2nnc(CNC(=O)c3c(F)cccc3Cl)o2)cc1	-1.5	-2.2	2.4	-1.3	3.5	-1.6	/	-5.2	29.8	1.8

The results go on.
molecule	HSF1 inh	GSK3beta inhib	KLF5 inhibitor	IEC-6 cytotox	HSP90 inh	Dyrk1A ADPGlo	Platelet DG rel	aSyn 5UTR inh	HSF1 activator	GSK3 alpha inh
CCOC(=O)c1c(NC(=O)COC(=O)CCOc2ccccc2C)sc(C(=O)NC)c1C	10.3	-0.6	/	/	/	/	-0.4	-11.9	19.2	0.1
CCOc1ccc(CN(CCC#N)C(=S)NC(=O)c2ccccc2)cc1	9.6	-0.5	-14.5	-3.8	-1.9	3.5	1.4	14.5	22.7	-1.4
Cc1nc(N)c(C#N)c(-c2cccnc2)c1C	-9.1	1.2	-23.0	6.4	0.9	22.1	-6.0	18.0	-12.9	0.1
Cc1onc(-c2ccccc2)c1C(=O)Nc1ccc2c(C)cc(=O)oc2c1	1.7	-3.6	-2.8	0.1	1.9	6.1	5.5	-6.9	-17.8	0.6
c1ccc(-c2ccc(CN3CCSCC3)cc2)cc1	-2.7	2.5	-39.4	-4.5	1.9	1.6	-9.8	-87.9	3.5	-1.7
Cc1cccc(NS(=O)(=O)c2cccc(C(=O)NCC(c3ccco3)N(C)C)c2)c1 (centres undefined)	2.5	-1.8	/	/	/	/	8.2	0.6	-4.3	0.4
CN(CC(=O)Nc1ccc(S(N)(=O)=O)cc1)c1ccccc1	5.4	1.0	-51.9	-3.9	-1.5	0.2	-10.0	9.2	11.9	-0.7
O=S(=O)(c1cccc(-c2nnc(SCc3ccc(Cl)cc3)o2)c1)N1CCCCC1	12.8	2.0	4.9	2.7	-4.0	-9.2	-4.5	17.0	31.4	0.9
O=C(O)CCCn1cc(NC(=O)c2ccco2)cn1	2.4	0.9	-22.4	4.2	0.2	2.7	7.5	-32.2	15.6	-1.1
O=C(Nc1ccc(-c2nnc(-c3ccco3)o2)cc1)C(c1ccccc1)c1ccccc1	3.0	-0.4	-16.7	-0.8	-3.5	3.8	6.1	3.4	8.6	-0.5
Cc1cc(/C=N/Nc2ccc([N+](=O)[O-])cn2)c(C)n1-c1ccccc1	9.4	3.6	-16.5	-6.8	16.3*	5.5	3.2	-136.6	20.2	-1.6
COCCN(C(=O)CSc1nnc(C)n1-c1ccc(C)cc1)c1c(N)n(Cc2ccccc2)c(=O)[nH]c1=O	-0.1	-2.0	/	/	/	6.7	4.4	-2.2	-17.7	-1.4
CC1=C/C(=N\Nc2ccccc2[N+](=O)[O-])CC(C)(C)C1	-2.6	-1.0	-12.4	5.1	-1.3	-2.8	-0.9	5.8	2.1	-2.5
Cc1ccc(NC(=O)CSc2nc3c(c(=O)[nH]2)CCCC3)cc1C	-2.1	-3.6	-57.3	5.7	-0.5	1.8	3.6	4.1	-6.9	5.4
Cc1cc(C)c(S(=O)(=O)N2CCCOC2CNC(=O)C(=O)NCCCn2ccnc2)c(C)c1 (centres undefined)	-5.6	4.0	1.3	-2.2	-5.5	-2.8	7.5	25.1	15.3	-0.7

Continued.
molecule	HSF1 inh	GSK3beta inhib	KLF5 inhibitor	IEC-6 cytotox	HSP90 inh	Dyrk1A ADPGlo	Platelet DG rel	aSyn 5UTR inh	HSF1 activator	GSK3 alpha inh
CCSc1nc(=S)n(-c2ccccc2)c(C)c1C(C)=O	-1.1	0.9	8.1	-0.3	0.9	-3.5	-0.9	2.9	11.7	-6.0
CCOC(=O)N1CCC(NC(=O)c2ccc3nc4ccccc4c(=O)n3c2)CC1	-3.6	3.3	-3.1	7.0	-1.3	/	4.5	-13.3	-3.3	/
COc1ccc(CN2CCN(c3ncccn3)CC2)c(C)c1C	-3.3	2.3	-15.5	-0.4	1.0	10.3	4.7	-25.3	3.7	-4.2
O=C(c1ccccc1)c1nn(-c2ccccc2)c2nnc(Cc3ccccc3)c(=O)n12	-7.0	3.1	-22.8	3.7	3.2	-7.1	-0.4	-4.0	3.3	-1.7
CCn1c(-c2cc(OC)ccc2OC)csc1=Nc1c(C)n(C)n(-c2ccccc2)c1=O	-1.4	-1.8	-7.5	-0.2	0.8	-2.0	11.8	6.0	-7.1	1.6
COc1ccc(C(=O)N2CCN(c3ccccc3OC)CC2)cc1	0.2	0.7	-29.3	0.9	-2.4	-2.2	-0.2	-22.9	-9.7	-1.5
CCn1c(CC(=O)Nc2ccccc2F)nnc1SCC(=O)N1CCOCC1	-2.5	-0.7	-13.4	-0.8	-4.5	0.2	-0.9	-8.6	2.9	-3.1
COc1cc(/C=C2\SC(=Nc3ccccc3)NC2=O)cc(Cl)c1O	-6.8	-4.2	-14.7	2.0	-1.0	51.5*	6.1	21.1	-0.7	7.1
O=C(CCc1nc2ccccc2c(=O)[nH]1)Nc1nnc(SCc2ccccc2)s1	0.1	-3.7	/	/	/	3.3	3.3	21.6	-10.9	-0.7
Cc1ccccc1NC(=O)CN1C(=O)CSc2ccc(S(=O)(=O)N3CCCC3)cc21	2.5	-2.5	-26.1	4.4	-2.0	/	-6.4	-16.1	0.3	2.6
C#CCNC(=O)C1=C[C@@H](C)[C@H](CCCO)[C@@H](OCC)O1	1.5	-2.6	/	/	/	15.2	-1.2	-23.2	-1.3	-1.8
Cc1nc2ccc(C(=O)O)cc2c2c1CC(CN)O2 (centres undefined)	-0.9	4.1	-62.4	-8.5	-5.3	2.6	-1.0	-17.6	-3.0	5.4
CCS(=O)(=O)c1ccc2oc(=O)c(/C=C(\O)c3ccc(Cl)cc3)nc2c1	-8.5	10.3	-0.7	5.4	-4.3	-3.7	-19.3	-9.9	-3.5	1.4
Cc1cc(NC(=O)CCC(=O)N(Cc2ccco2)C(C(=O)NC2CCCC2)c2ccccc2)no1 (centres undefined)	-2.4	1.8	-15.4	-3.9	-1.7	2.7	-0.2	8.0	-2.1	-1.8
CCCOc1ccc(N2C(=O)CC(S/C(N)=N/N=C(\C)c3cccs3)C2=O)cc1 (centres undefined)	-1.4	1.2	-5.5	-0.6	-3.8	1.7	-1.4	20.7	3.0	-1.8

Next section:
molecule	HSF1 inh	GSK3beta inhib	KLF5 inhibitor	IEC-6 cytotox	HSP90 inh	Dyrk1A ADPGlo	Platelet DG rel	aSyn 5UTR inh	HSF1 activator	GSK3 alpha inh
COc1ccc(CNC(=O)COc2cc(O)c3c(c2)OC(C)(C)CC3=O)cc1	-0.4	1.8	-18.4	0.0	-0.1	10.6	-5.4	-15.5	-6.1	-1.8
COc1cccc(C(C(=O)NC(C)(C)C)N(CCc2ccccc2)C(=O)CCC(=O)Nc2cc(C)on2)c1OC (centres undefined)	0.5	-18.4	-27.9	-4.0	1.6	-3.2	-15.4	20.9	-0.5	-0.2
Cc1ccccc1NC(=O)c1cnn(-c2ccccc2)c1C	-1.9	0.9	-135.9	0.3	1.6	3.9	-3.8	-164.3	-6.2	-0.6
CCN(CC)S(=O)(=O)c1cc(C(=O)Oc2cccc(-c3cnc4ccccc4n3)c2)ccc1Br	31.0	-0.9	-52.1	0.4	2.3	-4.6	18.1	-98.9	47.6	-1.2

Three entries out of the list above, sorted by the value under GSK3 alpha inh, highest first:
structure | HSF1 inh | GSK3beta inhib | KLF5 inhibitor | HSP90 inh | Dyrk1A ADPGlo | Platelet DG rel | aSyn 5UTR inh | HSF1 activator | GSK3 alpha inh
Cc1ccccc1NC(=O)c1cnn(-c2ccccc2)c1C | -1.9 | 0.9 | -135.9 | 1.6 | 3.9 | -3.8 | -164.3 | -6.2 | -0.6
CCN(CC)S(=O)(=O)c1cc(C(=O)Oc2cccc(-c3cnc4ccccc4n3)c2)ccc1Br | 31.0 | -0.9 | -52.1 | 2.3 | -4.6 | 18.1 | -98.9 | 47.6 | -1.2
COc1ccc(CNC(=O)COc2cc(O)c3c(c2)OC(C)(C)CC3=O)cc1 | -0.4 | 1.8 | -18.4 | -0.1 | 10.6 | -5.4 | -15.5 | -6.1 | -1.8
